FN deposit inh = inhibitors of fibronectin matrix deposition, primary screen, AH1F cells, Alexa488-fibronectin fluorescence, plate reader; inhibition, % at 12.6 µM; AH1F fibroblasts, overnight; 350,000 compounds, 0.086% hits;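 active = mean inhibition across replicates of 30% or more, regardless of how many single replicates reach that level; inconclusive = mean under 30% yet at least half of replicates reach 30%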;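 also: positive control wells lacked labelled fibronectin entirely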
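Material: AH1F fibroblasts assembling fluorescent fibronectin matrix; amount: 10000 AH1F cells/well; medium: DMEM, 2% serum; reagent: Alexa488-fibronectin, 24 nM final in well; dosing: single compound dose, delivered by pin transfer; incubation: 1 h adhesion, overnight exposure; detection: fluorescence after three HBSS washes, excitation 485 nm, emission 525 nm; measure: fibronectin deposition inhibition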
miR-122 sensor = miR-122 Renilla sensor signal increase in Huh7, primary screen, miR-122 inhibitor project, cell-based, single point, plate reader | Huh7 miR-122 Renilla luciferase sensor, 48 h; neutral wells = 0, positive control = 100 | activation (reporter increase), % at 12.5 µM | 340,000 compounds, 0.3% hits | AID 602342, 2012;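 active = mean replicate activation score at least 90 and every replicate individually at or above 90; inconclusive = only one of the two criteria met; inactive = neither criterion met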;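 also: higher luciferase means less miR-122 activity so hits act as miR-122 inhibitors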
EWS-Fli inh = EWS/Fli-driven NR0B1 reporter inhibitors, primary screen, A673 cells, NR0B1 luciferase, luminescence, MLPCN library. viability-normalised. inhibition, % at 12.6 µM. 350,000 compounds, 0.67% hits;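 active = mean inhibition of at least 50% after viability correction, with every replicate also passing that limit; inconclusive = mean reaches 50% but only one of two replicates passes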;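 also: firefly luciferase signal divided by Alamar Blue viability fluorescence both relative to DMSO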
DENV2 CPE rescue = inhibitors of DENV2 cytopathic effect, primary screen, cell-based, plate reader, single concentration; DENV2-infected cells, cytopathic effect rescue; CPE inhibition, % at 9.99 µM; 350,000 compounds, 1.7% hits; in the data active = CPE inhibition above about 20%, passing the limit was not always enough; inconclusive = no clear call, values can overlap the other calls; tested in BHK-21 cells;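 also: 0% = median of neutral control wells and 100% = median of positive control wells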
PAX8 reporter = inhibitors of PAX8-driven TPO luciferase reporter, primary screen, RMG-I cells, single concentration | AID 652154, 2013 | SteadyGlo, 24 h | inhibition, % at 12.6 µM | 360,000 compounds, 1.2% hits;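 active = mean replicate inhibition at least 60% with every replicate also reaching 60%; inconclusive = only one of the two criteria is met; inactive = mean below 60% and not all replicates reaching 60%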;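 also: luciferase light reporting Pax8 driven TPO promoter activity; plate controls were median of neutral control wells for no effect and mitoxantrone controls for full effect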
GSIS activator = GLuc luminescence reporter in INS-1E cells, primary screen for activators of glucose-dependent secretion of insulin; INS-1E GLuc reporter insulin secretion, 2-3 h; activation, % at 16.6 µM; 370,000 compounds, 0.61% hits; AID 743287, 2014;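 active = lowest replicate activation of at least 40%, so every replicate reaches that level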;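 also: 0% = median of neutral control wells and 100% = median of IBMX positive control wells; some compounds called inactive have numbers as strong as hits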
F508del corr = F508del CFTR correction, initial screen, CFBE line, single point | CFBE cells, YFP halide quenching; stimulated with forskolin plus potentiator P3; % fluorescence drop versus neutral controls | activity (quench increase), % at 7.58 µM | 350,000 compounds, 0.36% hits;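 active = mean added fluorescence quench of at least 8% versus neutral control, with both replicates also reaching 8%; inconclusive = only one of the mean or replicate conditions met; inactive = mean below 8% and not both replicates reaching 8%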;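 also: cells transiently co-express mutant CFTR-F508del with the halide-sensitive YFP; corrector assay measuring rescue of mutant channel to the surface after 24 h compound exposure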
* hit, by the source's call; ? = inconclusive; · = no result given; & = joins results of further samples; [ ] = another dose, or the depositor's remark.

Structure	EWS-Fli inh	GSIS activator	F508del corr	FN deposit inh	miR-122 sensor	PAX8 reporter	DENV2 CPE rescue
C[C@H](CO)N1C[C@H](C)[C@@H](CN(C)S(=O)(=O)c2ccccc2)OCCCC[C@H](C)Oc2ccc(NS(=O)(=O)c3ccc(F)cc3)cc2C1=O	1	-31	1.5	0	7[16.7 µM]	41	3
COc1ccc(C(C(=O)NC(C)(C)C)N(C(=O)CCC(=O)Nc2cc(C)on2)c2cccc(F)c2)cc1 (configuration not stated)	-4	-9	0.3	5	-5	-19	2
Cc1ccc([N+](=O)[O-])cc1NC(=O)Nc1onc(C)c1C	14	-8	1.0	0	·	14	11
COc1ccc(-c2ccc([C@@H]3[C@@H](CO)N4C(=O)CN(C(=O)C5CCOCC5)C[C@@H]34)cc2)cc1	3	11	0.4	·	·	-33	-2
CC(C)(C)OC(=O)NCCCCCc1cn([C@@H](CO)C(=O)NCCCCCCCCCCC(=O)N2CCN(C(=O)OC(C)(C)C)CC2)nn1	15	·	-3.6	-9	·	41	-6
Cc1c(-c2ccc(Cl)cc2)[n+](=O)c(-c2ccccc2)cn1[O-]	-4	-15	0.3	-2	-30	10	2
N#C[C@@H]1[C@H](c2ccccc2C2=CCCCC2)[C@@H](CO)N1C(=O)Cc1ccncc1	-7	-13	-4.8	-6	·	·	-2
CCn1c(-c2csc3ccccc23)n[nH]c1=S	6	4	·	6	-5	18	7
O=C(CO/N=C1\CCCc2nonc21)Nc1ccccc1Cl	·	23	·	4	3	9	·
CCc1ccc(N2CC(C(=O)NC3=NCCS3)CC2=O)cc1 (configuration not stated)	·	·	·	5	3	-6	·
CCOc1ccc(S(=O)(=O)Nc2cccc(C(=O)NCC(c3ccco3)N(C)C)c2)cc1 (configuration not stated)	2	-4	0.7	3	6	-3	12
COc1ccc(S(=O)(=O)NC(=O)C2(C)CCN2C(=O)Cc2ccc(C(C)(C)C)cc2)cc1 (configuration not stated)	-2	0	0.0	-5	-2	-13	-14
O=C(Oc1ccc(Br)cc1)c1cccnc1	4	24	1.3	-1	-2	22	1
C[C@H]1[C@H](C)CC[C@]2(C(=O)O)CC[C@]3(C)C(=CC[C@@H]4[C@@]5(C)CC[C@H](O)C(C)(C)[C@@H]5CC[C@]43C)[C@H]12	-2	·	2.1	-13	-5	4	3
CCOc1ccc(-c2cc(C(=O)Nc3ccc(F)cc3)[nH]n2)c(C)c1	-88	6	1.6	-2	-1	-210	15
CN1c2ccc(-c3cccc(F)c3)cc2[C@@H]2[C@@H](CCN2C(=O)C2CCC2)[C@H]1CO	4	3	-2.3	4	·	37	0
CC1CCCCN1CCNC(=O)c1cnn2ccccc12 (configuration not stated)	-8	17	-5.0	1	-6	-25	-10
COC(=O)N1[C@H](Cc2ccccc2)C=C[C@]1(C)C(=O)O	-8	13	-1.2	-3	-1	-1	-5
Cc1ccc(CN2CCCN(C)CC2)c(C)c1	1	20	-2.6	-2	1	-6	1
CCNC(=O)C[C@@H]1CC[C@H](NC(=O)C2CC2)[C@H](CO)O1	1	0	1.3	4	2[16.7 µM]	22	-3
Cc1noc(C)c1NC(=O)Nc1ccc2c(c1)C(=O)N(C)[C@@H]1CC[C@H](CC(=O)N[C@@H]3CCN(Cc4ccccc4)C3)O[C@H]1CO2	-10	4	-0.8	8	-10[16.7 µM]	-15	-1
COc1ccc(NC(=O)N(C)C[C@@H]2Oc3ncc(Br)cc3C(=O)N([C@H](C)CO)C[C@@H]2C)cc1	-6	18	1.8	5	15[16.7 µM]	·	-5
CC(C)(C)c1ccc(OCC(O)CSc2ncn[nH]2)cc1 (configuration not stated)	-8	2	-3.4	·	-2	·	-3
O=C(COc1ccccc1F)NNC(=O)c1cc(Br)ccc1Cl	3	10	-3.6	-7	·	-17	?
CC(=O)NC(Cc1ccccc1)C(=O)NC1CCN(C(=O)NCc2ccccc2)CC1 (configuration not stated)	2	15	2.3	-3	-3	-5	-2
Cc1nc2ccc(C(=O)Nc3cccc([N+](=O)[O-])c3)cc2s1	-64	14	-1.9	·	9	-23	12
CCCn1nnnc1NCc1ccccc1C	1	3	2.3	2	-1	-10	5
COc1ccc(-c2ccc3c(c2)O[C@@H](CN(C)C(C)=O)[C@H](C)CN([C@H](C)CO)S3(=O)=O)cc1	1	-9	-3.1	6	0[16.7 µM]	·	-7
Cc1cccc(Sc2nc(-c3ccccc3)ncc2C(=O)O)c1	9	-18	2.2	3	-1	-3	18
CCCN1C[C@@H](C)[C@@H](OC)CN(C)C(=O)c2ccc(NS(=O)(=O)c3ccccc3)cc2OC[C@H]1C	8	14	1.6	-5	19[16.7 µM]	·	-4
C[C@@H]1CN([C@H](C)CO)C(=O)Cc2cc(NC(=O)NC3CCCCC3)ccc2O[C@H]1CN(C)C(=O)NC1CCCCC1	-8	-6	-2.6	·	-1[16.7 µM]	·	0
O=C(COc1ccc(Cl)cc1)NNC(=S)NCc1ccccc1	9	-10	0.0	-8	-4	-8	-8
COc1cccc(OC)c1C(=O)Nc1ccccc1N1CCCCC1	20	-11	2.7	-4	·	34	1
Cc1ccc(C(=O)n2nc(-c3ccccc3)nc2NCc2ccco2)cc1	-26	-9	0.2	·	-37	·	9
CCOC(=O)N1CCC(N2C(=O)c3ccc(C(=O)Nc4ccc(OC)cc4)cc3C2=O)CC1	1	27	-0.1	3	6	-17	1
CCN1C[C@@H]2[C@@H]3C(=O)N(Cc4ccccc4)C(=O)[C@@H]3[C@](Cc3ccccc3)(C(=O)OC)N2C1=NCc1ccccc1	49	-21	1.9	2	-1	9	7
C[C@H]1CN([C@@H](C)CO)C(=O)c2cc(NC(=O)c3ccncc3)ccc2O[C@H]1CN(C)C(=O)Nc1ccc(C(F)(F)F)cc1	-3	10	-3.8	1	-2[16.7 µM]	0	-12
COC(=O)c1ccccc1NC(=O)NCCc1ccccc1OC	-41	-2	-1.4	6	·	-51	?
COc1cc(C2c3cc(O)c(OC)cc3CC(C(=O)O)C2CO)ccc1O (configuration not stated)	-6	-4	0.3	·	-5	-18	11
COc1ccc(CCNC(=O)c2ccc3c(=O)n(Cc4ccco4)c(=S)[nH]c3c2)cc1OC	·	10	·	1	-5	·	·
CC1CC(NS(=O)(=O)c2cc3c4c(c2)CCN4C(=O)CC3)CC(C)(C)C1 (configuration not stated)	6	-2	-2.2	1	·	4	-11
COc1ccc(S(=O)(=O)Nc2ccc(OCC(=O)O)cc2)c2ccccc12	-14	22	-2.9	-3	·	-9	-4
Cc1c(Cl)c([N+](=O)[O-])nn1CCCC(=O)NCCc1ccccc1	-33	-10	1.4	3	-2	-85	2
C[C@@H]1CN([C@H](C)CO)C(=O)c2cc(NC(=O)CCN3CCOCC3)ccc2O[C@H]1CN(C)S(=O)(=O)c1ccccc1	4	10	1.7	·	25[16.7 µM]	1	-7
NNC(=O)C1COc2cc3ccccc3cc2O1 (configuration not stated)	4	-2	-4.7	4	-3	3	16
COc1cccc(CNC(=O)c2cc(S(=O)(=O)N3CCOCC3)cn2C)c1	-1	-11	6.5	-2	-8	1	0
O=C(NC1CCCCC1)N1CC2(C1)[C@H](c1ccccc1)[C@@H](CO)N2S(=O)(=O)Cc1ccccc1	-7	-18	0.1	-3	·	3	13
CC(C)C(=O)Nc1ccc2c(c1)C(=O)N(C)[C@@H]1CC[C@H](CC(=O)NCc3ccccc3F)O[C@@H]1CO2	4	-6	1.7	-3	-23[16.7 µM]	6	-3
COC(=O)C1=C(C)N(Cc2ccc(C(F)(F)F)cc2)C(=NCc2ccc(C(F)(F)F)cc2)NC1c1ccccc1C(F)(F)F (configuration not stated)	17	-12	1.6	-6	·	11	5
CCOC(=O)C1(CCCc2ccccc2)CCN(C(=O)[C@@H]2C[C@@H](C)NC(=S)N2)CC1	-3	-25	0.2	-3	-6	-10	2
CCN1CCN(c2cc(C)c3cc(NC(=O)Cc4ccccc4OC)ccc3n2)CC1	·	·	·	-8	-2	17	·
Cc1cc(C)cc(NC(=S)NCc2cccnc2)c1	1	12	·	6	·	1	7
CC(C)c1ccc(C(=O)OCC(=O)c2c(N)n(C)c(=O)n(C)c2=O)cc1	4	-38	-5.2	3	-1	10	-8
O=C(COc1ccccc1Cl)NC(=S)Nc1cccc(NC(=O)c2ccccc2Cl)c1	6	-10	-0.8	·	-3	·	·
CC(NC(=O)N1CCOCC1)c1ccccc1 (configuration not stated)	1	-6	-0.1	-2	-1	1	2
C[C@H](CO)N1C[C@H](C)[C@H](CN(C)C(=O)Nc2ccnc(N3CCOCC3)c2)OCc2cnnn2CCCC1=O	-3&-7&5	6&12	2.6&-1.7&-2.8	-2&-6	-7	-2&-13&-1	-3&-2
CCOC(=O)N1CCN(C(=O)CSc2ccc3nnc(-c4ccncc4)n3n2)CC1	-4	17	-3.5	-20	-1	-4	-6
CN1CCN(C(=O)C[C@H]2CC[C@H]3[C@H](COc4ccc(NC(=O)C5CCCCC5)cc4C(=O)N3C)O2)CC1	3	-1	0.7	-1	11[16.7 µM]	3	-1
Cc1ccc(S(=O)(=O)N(C)C[C@H]2Oc3c(NC(=O)Nc4ccc(C(F)(F)F)cc4)cccc3C(=O)N([C@H](C)CO)C[C@H]2C)cc1	-4	-3	1.1	·	-5[16.7 µM]	-14	1
Cc1csc(CNc2ncnc3ccc(-c4ccc5c(c4)OCCO5)cc23)c1	13	-13	-2.4	-6	-15	4	1

Carrying on:
Structure	EWS-Fli inh	GSIS activator	F508del corr	FN deposit inh	miR-122 sensor	PAX8 reporter	DENV2 CPE rescue
C/C(=N\NC(=O)c1ccc(NS(=O)(=O)c2cccs2)cc1)c1ccc(O)cc1O	13	5	2.9	5	1	8	14
O=C(CCS(=O)(=O)c1ccccc1)Nc1ccccc1N1CCOCC1	-1	-6	0.3	3	-4	-4	-2
CN1C(=O)c2cc(NC(=O)Nc3ccc(Cl)cc3)ccc2OC[C@@H]2O[C@H](CC(=O)NCCN3CCCCC3)CC[C@@H]21	-5	6	2.8	6	-22[16.7 µM]	1	-1
COc1ccc(S(=O)(=O)N(c2onc(C)c2Cl)S(=O)(=O)c2ccc(OC)cc2)cc1	·	·	·	-5	6	7	·
CCn1cc(/C=N/NC(=O)c2ccc3c(c2)OCO3)cn1	·	10	·	2	·	1	·
O=C(c1cnn2c(C(F)(F)F)cc(-c3cccs3)nc12)N1CCCC1	6	16	-0.2	5	0	13	1
COc1ccc2c3c([nH]c2c1)[C@H](CO)N(Cc1ccccc1OC)CC31CCN(S(=O)(=O)c2ccccc2)CC1	34	-1	-3.7	7	·	16	-6
O=C(O)c1cnc(-c2ccccc2)nc1Oc1ccccc1	2	5	-1.9	-6	-3	27	0
CCCCNc1oc(-c2ccc(OC)cc2)nc1S(=O)(=O)c1ccccc1	14	13	-2.7	·	-4	·	·
CCOc1ccc(CCN2C(=S)N([C@@H](Cc3ccc(O)cc3)CN3CCC[C@@H]3CN3C(=S)NC[C@@H]3Cc3ccc(O)cc3)C[C@@H]2Cc2ccc(O)cc2)cc1	33	-34	-0.2	9	·	27	3
O=S(=O)(c1cc(C(F)(F)F)ccc1Cl)N1CCN(c2ccccn2)CC1	8	-29	-2.2	13	4	0	-9

Assay outcomes as filed in PubChem BioAssay.
